# Screening data from PubChem.
# NCI-60 one-dose screen, 48 h, at 10 µM unless noted. Numbers give growth in % (100 = growth as untreated, 0 = no growth, -100 = all killed).
# SNB-19: SNB-19 CNS cancer cells | 2.5% of 81,000 active
# A498: A498 renal cancer cells. 5.4% of 76,000 active. AID 1794774
# ACHN: ACHN renal cancer; 4.9% of 81,000 active
# CAKI-1: CAKI-1 renal cancer. 4.7% of 75,000 active. AID 1794772
# SNB-75: SNB-75 CNS cancer | 5% of 79,000 active
# SF-539: SF-539 CNS cancer. 6.8% of 81,000 active
# RXF 393: RXF 393 renal cancer cells; 6.9% of 77,000 active; AID 1794773
# SF-268: SF-268 CNS cancer cells | AID 1794759 | 3.1% of 82,000 active
# An asterisk follows results filed as active; . = not tested or not shown; [ ] = dose if it differs, or a comment. Rule for the calls: active = growth percent below 10; inactive = the rest. These rows are one share of the data; rates above refer to the full screens.
SMILES,SNB-19,A498,ACHN,CAKI-1,SNB-75,SF-539,RXF 393,SF-268
Nc1cc2ccccc2cc1O,113,100,99,94,84,101,100,94
C[C@]12C=CC(=O)C=C1CC[C@@H]1[C@@H]2C(=O)C[C@@]2(C)[C@H]1CC[C@]2(O)C(=O)COC(=O)N(CCCl)CCCl,96,76,98,82,100,96,106,104
CC(C#N)N(C)C (configuration not stated),102,121,94,111,.,95,107,113
[N-]=[N+]=NCc1ccccc1,94,138,106,97,97,97,134,117
CCOP(=O)(OCC)OCc1ccc(C)cc1C,102,129,97,87,79,93,109,102
CC(=O)O[C@H]1CCC2C3CCC4=C/C(=N/O)CCC4(C)C3CCC21C (some centres not stated),91,53,108,81,96,88,102,76
C[C@]12CC=CC[C@@H]1CC[C@@H]1[C@@H]2CC[C@@]2(C)[C@H]1CC[C@]2(C)O,110,107,105,115,92,109,97,96
COc1ccc2c(c1)NC1=C(C(=O)OC1)C2c1cc(OC)c(OC)c(OC)c1 (configuration not stated),47,-14*,31,25,46,-4.4*,37,23
CC(C)N(CCC(C(N)=O)(c1ccccc1)c1ccccn1)C(C)C (configuration not stated),110,110,98,96,90,106,111,111
O=C1C(Cl)=C(Cl)C1(Cl)Cl,108,109,100,118,96,101,122,110
CCCCOC(N)=O,98,125,111,103,89,109,.,104
CC(=O)c1c(C)n(CCCCl)c2c1c(-c1ccc3c(c1)OCO3)nc1ccccc12,96,81,71,78,73,87,92,83
C[C@]12CC[C@@H](OC(=O)N(CCCl)N=O)C[C@@H]1CC[C@@H]1[C@@H]2CC[C@]2(C)C(=O)CC[C@@H]12,37,-10*,22,21,63,1.5*,78,31
C=CCCC1(CC)C(=O)NC(=S)NC1=O,119,105,100,100,99,100,104,100
O=C(O)C(F)F,111,84,116,102,113,97,97,99
O=C1C(Cc2ccccc2)C(=O)N(Cc2ccccc2)C(=O)N1Cc1ccccc1,113,95,108,92,94,95,111,94
CCC1CN1 (configuration not stated),120,95,107,106,114,107,106,114
COc1ccc([N+](=O)[O-])cc1,100,.,107,104,107,95,114,103
COc1ccc(-n2c(Sc3sc(N)nc3C)nc3ccc(C)cc3c2=O)cc1,85,75,91,89,88,90,72,89
CC(=O)c1cc2c(cc1O)C(C)(C)CCC2(C)C,112,106,100,97,71,99,113,103
COc1cc(C2=NN(C(C)=O)C(c3sc(N(CCCl)CCCl)nc3Cl)C2)cc(OC)c1OC (configuration not stated),102,103,95,81,75,107,116,96
CC1CN(CC(=O)c2ccc(Br)cc2)CC(C)O1 (configuration not stated),109,103,105,91,88,103,97,102
CN(C)CCc1ccccn1,100,94,.,.,92,100,99,98
NC(=O)Cc1c(OC(=O)NCCCCN=C(N)N)cc(Br)c(O)c1Br,99,130,116,100,105,99,.,96
CCOC(=O)NC(O)C(Cl)(Cl)Cl (configuration not stated),91,85,102,91,82,91,109,.
NC(=O)C(c1ccc(Cl)cc1)c1ccc(N(CCCl)CCCl)cc1 (configuration not stated),74,93,36,.,79,62,78,77
CCCCCCCCCCCCCC(=O)P(=O)(OCC)OCC,102,98,96,90,89,100,115,93
S=c1[nH]c2ccccc2[nH]1,103,96,102,96,92,104,119,100
C[C@@H]1C[C@H]2C(=O)O[C@@H](C)C(NC(=O)[C@H](Cc3cc(F)cc(F)c3)NC(=O)Nc3ccc(OS(=O)(=O)F)cc3)C(=O)N3CCC[C@H]3C(=O)N3CCO[C@H](C)[C@H]3C(=O)N[C@@H](CO)C(=O)N2C1 (some centres not stated),24,.,93,39,34,39,-5.6*,33
CN(N=O)C(=O)C(=O)N(C)N=O,100,87,103,97,82,96,108,99
c1ccc2c(CN3CCOCC3)c[nH]c2c1,98,96,93,85,84,99,101,100
NC(CCl)CCl,105,111,104,99,90,95,107,103
Cc1c2oc3c(C)ccc(C(=O)N[C@@H]4C(=O)N[C@H](C(C)C)C(=O)N5CCC[C@H]5C(=O)N(C)CC(=O)N(C)[C@@H](C(C)C)C(=O)OC4C)c3nc-2c(C(=O)N[C@@H]2C(=O)N[C@H](C(C)C)C(=O)N3CC(=O)C[C@H]3C(=O)N(C)CC(=O)N(C)[C@@H](C(C)C)C(=O)OC2C)c(N)c1=O (some centres not stated),4.4*,-69*,2.8*,8.2*,-71*,-28*,-79*,-9.6*
COc1cc(N(CCCl)CCCl)c(OC)cc1/C=N\Nc1nncn1N,91,50,101,96,101,104,105,106
COC(=O)[C@@H](C)C[C@H](Cc1ccccc1)NC(=O)c1csc([C@@H](C[C@H](C(C)C)N(C)C(=O)[C@H](C)NC(=O)[C@H]2CCCCN2C)OC(C)=O)n1,28,56,48,.,18,-2.1*,8.8*,47
COC(=O)C(Cl)(Cl)Cl,102,102,104,135,90,100,103,107
CCC1C(=O)N(C)C(=O)N(C)C1=O,95,94,113,102,101,107,135,106
CC1(C)N=C(N)N=C(N)N1c1ccc(CCNS(=O)(=O)c2cccc(S(=O)(=O)F)c2)cc1,109,115,107,.,84,102,106,101
[O-][n+]1ccccc1S,60,79,32,38,56,68,47,71
Cn1cc(C(=O)/C(C#N)=C/c2cc3ccccc3nc2Cl)c2ccccc21,100,97,97,80,84,90,.,100
CC[C@@]1(O)CC[C@@]2(C)[C@@H](CC[C@@H]3[C@@H]2CC[C@]2(C)[C@@H](O)CC[C@@H]32)C1,98,85,104,91,104,101,125,112
CN1C(=O)C(=Cc2cn(CC(O)Cn3cc(C=C4C(=O)N(C)C(=O)N(C)C4=O)c4ccccc43)c3ccccc23)C(=O)N(C)C1=O,102,98,94,91,72,103,104,92
C=C1CC2C(CC[C@]3(C)C(=O)CCC23)[C@@]2(C)C=CC(=O)C=C12 (some centres not stated),112,104,107,103,109,120,136,110
COc1cc([N+](=O)[O-])c(N)c([N+](=O)[O-])c1,98,86,113,110,85,105,.,107
CC[C@H](C)[C@H](NC(=O)[C@H]1CCCCN1C)C(=O)N(C)[C@H](C(=O)NC12C3C4C1C1C2C3C41C(=O)N[C@@H](Cc1ccccc1)C[C@H](C)C(=O)OC)C(C)C (some centres not stated),102,122,99,95,95,99,96,104
CCCCCN(CCCCC)C(C)C(O)c1ccc(Cl)cc1 (configuration not stated),100,62,112,95,96,110,99,100
O=C1c2ccccc2-c2cc3ccccc3cc21,99,108,98,83,82,96,103,108
N[C@@H](CCC(=O)CBr)C(=O)O,94[20 µM],97[20 µM],105[20 µM],98[20 µM],77[20 µM],96[20 µM],106[20 µM],104[20 µM]
CNC(=O)Oc1cc(C(C)C)ccc1Sc1ccc(C(C)C)cc1OC(=O)NC,79,88,82,67,52,57,64,60
CCC1CN1P(=O)(c1ccccc1)N1CC1CC (configuration not stated),101,82,105,91,84,102,120,96
CC(C)CCC1(CCCl)C(=O)NC(=O)NC1=O,98,89,102,95,85,100,98,109
Cc1cc2c(C(=O)OC(C)C)nn(Cc3ccccc3)c2cc1C,98,89,95,90,106,94,112,99
Cc1ccc(S(=O)(=O)SC(Cl)(Cl)Cl)cc1,101,98,108,85,99,98,109,100
CCSP(=S)(SC)SCC,100,98,108,100,95,99,111,100
CCCCCN(CCCCC)CC(O)c1ccc(Cl)c(Cl)c1 (configuration not stated),.,86,106,88,110,108,107,90
CCOC(=O)c1ccccc1C(=O)OCC,105,104,98,77,83,107,121,110
Cc1cc(N(CCCl)CCCl)ccc1C=Nc1ccc2ccccc2c1,85,-78*,57,1.8*,72,69,71,72
c1ccc(P2CCc3[nH]c4ccccc4c3C2)cc1 (configuration not stated),89,106,113,124,113,123,122,114
CC1=C(N2CC2)C(=O)c2ccccc2C1=O,101,106,92,97,96,106,106,102
CCCCNP(=O)(N1CC1)N1CC1,98,106,91,.,80,86,105,101

# The listing continues:
SMILES,SNB-19,A498,ACHN,CAKI-1,SNB-75,SF-539,RXF 393,SF-268
COc1cc(NC(C)CCCNC2CN3CCC2CC3)c2ncccc2c1 (configuration not stated),86,57,85,78,78,82,66,90
COc1cc(-c2ccc(N)c(OC)c2)ccc1N,102,118,100,92,77,110,.,103
C[C@H]1[C@H](OC(=O)CCC(=O)N(CCCc2cn(-c3cc4ccc(O)cc4oc3=O)nn2)CCNc2ccnc3cc(Cl)ccc23)O[C@@H]2OC3(C)CC[C@H]4[C@H](C)CC[C@@H]1[C@@]24OO3,73,98,62,57,84,54,68,64
O=C1NC(=O)C([N+](=O)[O-])C(=O)N1,95,115,130,99,.,117,120,116
O=C(O)c1cc(Cl)c(O)c(Cl)c1,107,103,106,103,86,107,87,96
Clc1nc(Cl)nc(Cl)n1,99,.,111,107,101,99,110,106
ClCCN1c2ccccc2Sc2c1ccc1ccccc21,96,110,95,76,86,94,102,96
CN(C1CCCC1)C1CCCC1,96,92,104,88,98,100,112,113
O=C1NC(=S)NC(=O)C1=Cc1cccc([N+](=O)[O-])c1,103,.,98,106,91,96,121,112
O=C1OC(c2cccnc2)=N/C1=C\c1cccnc1,95,35,104,95,84,98,102,95
NC(Cc1ccc(O)cc1)c1ccc(O)cc1 (configuration not stated),104,99,107,.,77,103,96,97
O=[N+]([O-])CC(O)C(Cl)(Cl)Cl (configuration not stated),106,87,97,.,81,93,116,101
O=C(Nc1ccc(S(=O)(=O)F)cc1)Oc1ccc([N+](=O)[O-])cc1,108,103,87,96,96,.,103,100
CC12CCC(=O)C=C1C(O)CC1C2CCC2(C)C(O)CCC12 (configuration not stated),101,90,117,102,95,99,113,98
NC(Cc1cnc[nH]1)C(=O)NC(Cc1cnc[nH]1)C(=O)O (configuration not stated),94,101,98,96,82,102,105,108
Oc1ccccc1OB(Oc1ccccc1O)N(CCCl)CCCl,87,89,86,80,93,63,95,63
O=C(c1ccc2ccccc2c1)N1CC1,110,96,108,90,91,102,98,100
C[C@]12CCc3sc(Nc4ccc(O)cc4)nc3C1=CC[C@@H]1[C@@H]2CC[C@]2(C)C(=O)CC[C@@H]12,65,101,-17*,47,42,-3.8*,-16*,58
COc1ccccc1[As](=O)(O)CC(O)COc1ccc(Cl)cc1Cl (configuration not stated),100,152,109,111,102,111,161,147

# By substructure, the compounds so far with sulfur
SMILES,SNB-19,A498,ACHN,CAKI-1,SNB-75,SF-539,RXF 393,SF-268
C=CCCC1(CC)C(=O)NC(=S)NC1=O,119,105,100,100,99,100,104,100
COc1ccc(-n2c(Sc3sc(N)nc3C)nc3ccc(C)cc3c2=O)cc1,85,75,91,89,88,90,72,89
COc1cc(C2=NN(C(C)=O)C(c3sc(N(CCCl)CCCl)nc3Cl)C2)cc(OC)c1OC (configuration not stated),102,103,95,81,75,107,116,96
S=c1[nH]c2ccccc2[nH]1,103,96,102,96,92,104,119,100
C[C@@H]1C[C@H]2C(=O)O[C@@H](C)C(NC(=O)[C@H](Cc3cc(F)cc(F)c3)NC(=O)Nc3ccc(OS(=O)(=O)F)cc3)C(=O)N3CCC[C@H]3C(=O)N3CCO[C@H](C)[C@H]3C(=O)N[C@@H](CO)C(=O)N2C1 (some centres not stated),24,.,93,39,34,39,-5.6*,33
COC(=O)[C@@H](C)C[C@H](Cc1ccccc1)NC(=O)c1csc([C@@H](C[C@H](C(C)C)N(C)C(=O)[C@H](C)NC(=O)[C@H]2CCCCN2C)OC(C)=O)n1,28,56,48,.,18,-2.1*,8.8*,47
CC1(C)N=C(N)N=C(N)N1c1ccc(CCNS(=O)(=O)c2cccc(S(=O)(=O)F)c2)cc1,109,115,107,.,84,102,106,101
[O-][n+]1ccccc1S,60,79,32,38,56,68,47,71
CNC(=O)Oc1cc(C(C)C)ccc1Sc1ccc(C(C)C)cc1OC(=O)NC,79,88,82,67,52,57,64,60
Cc1ccc(S(=O)(=O)SC(Cl)(Cl)Cl)cc1,101,98,108,85,99,98,109,100
CCSP(=S)(SC)SCC,100,98,108,100,95,99,111,100
ClCCN1c2ccccc2Sc2c1ccc1ccccc21,96,110,95,76,86,94,102,96
O=C1NC(=S)NC(=O)C1=Cc1cccc([N+](=O)[O-])c1,103,.,98,106,91,96,121,112
O=C(Nc1ccc(S(=O)(=O)F)cc1)Oc1ccc([N+](=O)[O-])cc1,108,103,87,96,96,.,103,100
C[C@]12CCc3sc(Nc4ccc(O)cc4)nc3C1=CC[C@@H]1[C@@H]2CC[C@]2(C)C(=O)CC[C@@H]12,65,101,-17*,47,42,-3.8*,-16*,58

# Entries of single compounds as entered above:
# Record of `O=C1NC(=O)C([N+](=O)[O-])C(=O)N1` = SNB-19 = 95; A498 = 115; ACHN = 130; CAKI-1 = 99; SNB-75 = .; SF-539 = 117; RXF 393 = 120; SF-268 = 116
# Record of `CN(C1CCCC1)C1CCCC1` = SNB-19 = 96; A498 = 92; ACHN = 104; CAKI-1 = 88; SNB-75 = 98; SF-539 = 100; RXF 393 = 112; SF-268 = 113
